Giardia killer: Small Molecules that selectively kill Giardia lamblia: qHTS; Giardia lamblia trophozoite viability; activity change, % at 7.66 µM, hits read low; 340,000 compounds, 0.15% hits; in the data active = activity change below about -80%; inconclusive = between about -30% and that limit;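 also: parasites exposed to compound for two days anaerobically before the ATP read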
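Compounds were tested on trophozoites seeded at 100 cells/well and held 48 hrs at 37 deg C anaerobically. An ATP-based luminescent kit measured the remaining live cells.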
BCR signal inh: qHTS Assay to Find Inhibitors of Chronic Active B-Cell Receptor Signaling | ABC-DLBCL IkBa-CBG/CBR reporter, luminescence ratio, 4 h | AID 493014, 2011 | 340,000 compounds, 0.05% hits | Potency, µM (top dose mostly 46.1 µM), inactives show at the top dose ratio change, negative = lower green/red ratio, hits mostly inhibitors; active = well fitted inhibition curve with a large enough effect in the signal ratio, with a control signal flat, not every such curve was filed as active; inconclusive = small, poorly fitted or top-dose-only effect, or effect the other way, or a change in a side signal; the % refers to the signal ratio;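 also: potency is read from the fitted curve at half-maximal effect; plate controls were basal doxycycline-induced cells for no effect and cells given 10 µM MG132 for full effect; MG132 reads +100%, hits lower the ratio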
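Cell line TMD8 (human ABC DLBCL), stably expressing tet-inducible CBG68-IkBa fusion and CBR; IMDM/0.5% FBS; cpd up to 46 uM; dox induction, 4 h, 37C/5% CO2; dual luminescence; green/red ratio; MG132 control.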
FBPA coupling cs: qHTS Assay for Inhibitors of Fructose-1,6-bisphosphate Aldolase from Giardia Lamblia: Coupling assay counterscreen. 290,000 compounds, 0.67% hits. activity change, negative = inhibition, % at 58.2 µM, hits read low. coupling enzyme system counterscreen, AmpLite Red fluorescence; in the data active = activity change below about -30%
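Coupling enzymes only (glyceraldehyde-3-phosphate) + compound, at 57.5 uM final, 10 min RT; add substrate/coupling/AmpLite Red mix, 20 min RT; fluorescence ex 525/em 598 nm. Actives flag coupling-system interference.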
hERG WT inh: qHTS for Inhibitors of KCHN2 3.1: Wildtype qHTS. U2OS, BacMam KCNH2, thallium flux FluxOr; hits give low values. Voltage-gated inwardly rectifying potassium channel KCNH2 (Homo sapiens), Q12809. activity change, % at 1.84 µM. 340,000 compounds, 0.37% hits;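 active = maximum activity change below -70%; inconclusive = maximum activity change between -70% and -50%; inactive = maximum activity change above -50%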
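U2OS cells transduced with wild-type KCNH2 virus are loaded with FluxOr dye for 45 min, and thallium flux is measured in kinetic reads before and after stimulation buffer. Rate constants are normalized to DMSO controls.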
GALK inh: qHTS Assay for Inhibitors of Human Galactokinase (GALK). P51570. Purified GALK, Kinase-Glo residual ATP luminescence. Potency, µM (highest dose often 57.5 µM), without a hit: at the highest dose activity change, negative = inhibition, actives largely listed as inhibitors. 270,000 compounds, 0.007% hits. AID 1868, 2009; also: potency is read from the fitted curve at half-maximal effect
Target sequence (P51570 whole entry, looked up): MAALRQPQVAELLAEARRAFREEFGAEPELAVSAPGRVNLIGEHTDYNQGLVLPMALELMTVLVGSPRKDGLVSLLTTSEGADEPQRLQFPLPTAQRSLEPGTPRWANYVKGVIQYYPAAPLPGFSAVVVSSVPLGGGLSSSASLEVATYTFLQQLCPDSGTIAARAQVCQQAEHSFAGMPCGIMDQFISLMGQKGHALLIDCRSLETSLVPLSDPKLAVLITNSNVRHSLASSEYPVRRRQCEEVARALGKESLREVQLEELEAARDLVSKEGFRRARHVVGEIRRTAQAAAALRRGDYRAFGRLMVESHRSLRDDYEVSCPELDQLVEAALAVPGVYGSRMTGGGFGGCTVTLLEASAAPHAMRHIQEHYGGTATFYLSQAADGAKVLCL
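5 nM enzyme, 35 uM ATP, 100 uM galactose, 20 mM HEPES pH8.0, 5 mM MgCl2; 1 h RT; residual ATP by Kinase-Glo Plus luminescence, qHTS format.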
B2AR arrestin: qHTS assay of beta-arrestin-biased ligands of beta2-adrenergic receptor. Beta-2 adrenergic receptor (Homo sapiens), P07550. beta-arrestin recruitment to beta2AR, cell-based reporter. Potency, µM (top dose mostly 46.1 µM), without a hit: at the highest dose activation, actives largely listed as activators. 330,000 compounds, 0.02% hits;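 also: potency is read from the fitted curve at half-maximal effect; 0% = DMSO controls and full agonism = EC100 isoproterenol or metaproterenol; nearly all actives have a fitted effect of over 65% in size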
PKM2 act: qHTS Assay for Activators of Human Muscle isoform 2 Pyruvate Kinase; Potency, µM (series often up to 57.5 µM), for inactives: at the top dose activation, hits mostly activators; purified PKM2, Kinase-Glo ATP luminescence, activation; response scale: 0% is enzyme alone, no compound; AID 1631, 2009; 260,000 compounds, 0.34% hits; Pyruvate kinase PKM (Homo sapiens), P14618; also: potency is read from the fitted curve at half-maximal effect; nearly all actives have a fitted effect of over 55% in size
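Kinase-Glo luminescence reports ATP generated from ADP (0.1 mM) and PEP (0.5 mM) by purified hPK-M2 after 1 h at room temperature, pH 7.2 imidazole buffer; intermediate enzyme activity allows detecting inhibitors and activators.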
Eya2 inh: qHTS Assay for Inhibitors of the Phosphatase Activity of Eya2; Protein phosphatase EYA2 (Homo sapiens), O00167; recombinant Eya2, OMFP fluorescence dephosphorylation (OMFP is methylfluorescein phosphate); Potency, µM (highest dose often 76.9 µM), for the others: at the top dose activity, negative = inhibition, hits mostly inhibitors; 330,000 compounds, 0.006% hits; AID 488837, 2010; also: potency is read from the fitted curve at half-maximal effect
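Eya2 (0.2 uM) preincubated 10 min at ambient with compound, then OMFP substrate added at 50 uM; 10 min reaction in 50 mM HEPES pH 7.5, 50 mM NaCl, 5 uM MgCl2, 0.05% BSA, 1 mM DTT. Fluorescence read at Ex 485/Em 525 nm.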
KCNH2 3.1 inh: qHTS for Inhibitors of KCHN2 3.1: Mutant qHTS | Potassium voltage-gated channel subfamily H member 2, brain isoform KCNH2 3.1 (human) | AID 720553, 2013 | activity change, % (tested at about 1.8 µM) | U2OS KCNH2 3.1, thallium flux FluxOr; hits give low values | 340,000 compounds, 0.95% hits;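 active = maximum activity change below -70%; inconclusive = maximum activity change from -70% to -50%; inactive = maximum activity change above -50%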;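 also: thallium influx rate constant from kinetic fluorescence after stimulation buffer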
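Channel expression came from 3.1 mutant virus (1.77 x 10^8 /mL) applied to suspended U2OS cells for 4 h. Flux was tracked with FluxOr dye plus Red40 quencher, and kinetic rate constants normalized to controls.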
uPA surface inh: qHTS for Inhibitors of Cell Surface uPA Generation; cell surface uPA generation assay, qHTS; Potency, µM (highest dose often 38.3 µM), inactives show at the highest dose activity change, negative = inhibition, usual class: inhibitors; 330,000 compounds, 0.31% hits; AID 540303, 2011; active = well fitted inhibition curve with a large enough effect; inconclusive = small, poorly fitted or top-dose-only effect; inactive = no such curve, though single readings can be large or run the other way; tested in mouse RAW 264.7 cells; also: potency is read from the fitted curve at half-maximal effect; nearly all actives have a fitted effect of over 55% in size
USP2a inh: qHTS Assay for Inhibitors of Ubiquitin-specific Protease USP2a Using CHOP2 as the Reporter. USP2 core, Ub-CHOP2 coupled fluorogenic reporter, 485/531. Ubiquitin carboxyl-terminal hydrolase 2 (Homo sapiens), O75604. Potency, µM (series often up to 38.3 µM), for inactives: at the highest dose activity change, negative = inhibition, most hits filed as inhibitors. AID 463254, 2010. 330,000 compounds, 0.01% hits;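 also: potency is read from the fitted curve at half-maximal effect; plate controls were DMSO wells for no effect and full inhibition by NEM control for full effect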
Target sequence (O75604 whole entry, looked up): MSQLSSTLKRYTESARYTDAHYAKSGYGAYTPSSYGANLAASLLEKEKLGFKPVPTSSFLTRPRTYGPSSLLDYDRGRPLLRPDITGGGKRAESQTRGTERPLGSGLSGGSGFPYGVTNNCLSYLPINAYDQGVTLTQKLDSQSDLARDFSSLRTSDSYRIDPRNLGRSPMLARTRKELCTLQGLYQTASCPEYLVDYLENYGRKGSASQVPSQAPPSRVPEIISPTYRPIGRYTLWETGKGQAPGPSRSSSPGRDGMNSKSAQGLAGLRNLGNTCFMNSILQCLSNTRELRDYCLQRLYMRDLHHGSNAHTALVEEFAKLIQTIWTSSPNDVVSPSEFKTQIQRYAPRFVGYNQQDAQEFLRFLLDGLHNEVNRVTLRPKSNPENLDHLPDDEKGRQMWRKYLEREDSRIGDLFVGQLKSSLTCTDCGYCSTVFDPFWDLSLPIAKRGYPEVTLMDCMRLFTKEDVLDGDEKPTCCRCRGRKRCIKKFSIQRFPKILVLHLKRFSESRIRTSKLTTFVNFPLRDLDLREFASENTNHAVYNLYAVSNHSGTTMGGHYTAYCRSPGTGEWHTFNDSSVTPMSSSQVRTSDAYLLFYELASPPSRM
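Cell-free coupled assay: 10nM USP2 core preincubated 30min RT with compound in Tris-HCl pH 8.0/CaCl2/CHAPS buffer, then 25nM Ub-CHOP2 and 25nM reporter substrate; fluorescence (Ex 485/Em 531) read after 60min RT, normalized to NEM inhibition, concentration-response curves fitted.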
* = called active by the depositor; u = inconclusive; x = not tested or not shown; [ ] = remark or other dose. Unless noted, calls follow the shape of the dose curve; as a rule, active = well fitted curve in the direction sought with a large enough effect; inconclusive = small, poorly fitted or top-dose-only effect, or another doubt; inactive = no such curve, though single readings can be large; an effect the other way counts as inactive or inconclusive. Unless noted, % is scaled to controls: 0 for no effect and ±100 for the full control effect.

item	Compound	Giardia killer	BCR signal inh	FBPA coupling cs	hERG WT inh	GALK inh	B2AR arrestin	PKM2 act	Eya2 inh	KCNH2 3.1 inh	uPA surface inh	USP2a inh
1	CC(CCc1ccccc1)NC(=O)CSc1ccccn1 (stereo not given)	11	-1%	1	-6	6%	0.0%	2%	-3%	3	0%	2%
2	CC(=O)Nc1ccc(S(=O)(=O)N2CCC(C(=O)O)(c3ccccc3)CC2)cc1	-3	5%	6	3	-1%	-0.1%	0%	5%	6	1%	3%
3	CC(=O)N1CCN(C(=O)Cn2c(=O)oc3ccccc32)CC1	-2	0%	6	-4	0%	-0.4%	0%	-1%	-3	4%	3%
4	O=C(NCc1ccccc1C(F)(F)F)C1CCC(=O)N(C2CCCCCC2)C1 (stereo not given)	-7	-1%	x	17	7%	-0.9%	12%	-10%	17	3%	-1%
5	COC(=O)c1cc(CNC(=O)c2ccccc2Cl)ccc1OC	-14	-1%	-3	6	2%	-0.2%	1%	0%	-12	0%	3%
6	CC(Oc1ccc(Br)cc1)C(=O)Nc1nc(-c2ccccn2)cs1 (stereo not given)	-4	u	x	-3	1%	u	-22%	1%	-7	2%	3%
7	Cc1nn(-c2ccccc2)c2sc(C(=O)n3cccn3)cc12	-2	u	-4	0	-2%	0.0%	-2%	-9%	5	2%	0%
8	COc1ccc(-c2nnc(SCC(=O)N3CCOCC3)o2)cc1	-2	3%	0	5	0%	-0.2%	-1%	-8%	9	-4%	3%
9	CCc1c(O)cc(=O)n(-c2ccccc2)c1-c1ccccc1	34[activator]	7%	-2	-9	0%	-0.9%	0%	1%	18	3%	0%
10	CN(CC(=O)O)S(=O)(=O)c1cc(Cl)ccc1Cl	24	u	4	-3	-1%	-0.4%	6%	8%	1	0%	-1%
11	Cc1nnc(SCC(=O)Nc2nc3ccccc3s2)n(N)c1=O	-11	1%	1	4	0%	4.0%	1%	-3%	-5	1%	1%
12	c1ccc(-c2ccnc3nc(-n4cccc4)nn23)cc1	2	6%	1	-8	0%	-0.6%	-7%	-7%	11	x	0%
13	Cn1c(=O)c2c(nc(SCC(=O)c3ccccc3F)n2C)n(C)c1=O	x	7%	2	x	1%	-0.3%	5%	-3%	x	x	0%
14	Cc1ccn2c(-c3n[nH]c(=S)n3C)c(C)nc2c1	5	3%	4	-8	3%	-0.2%	-9%	-3%	-1	1%	2%
15	CCN(CC)CCCn1c2c(c(SCC(=O)N3CCCc4ccccc43)nc1=O)CCC2	28	12%	x	39	x	0.2%	x	-7%	6	-6%	-1%
16	COc1ccccc1CNC(=O)C(=O)NCC1OCCN1C(=O)c1ccc(Cl)cc1 (stereo not given)	4	-19%	0	2	1%	-0.7%	0%	3%	8	-2%	1%
17	c1ccc(CNc2nc(NCc3ccco3)nc(N3CCOCC3)n2)cc1	11	u	2	9	4%	0.3%	2%	6%	-12	10%	-1%
18	CC1CCN(S(=O)(=O)c2cc([N+](=O)[O-])ccc2Cl)CC1	-13	0%	1	-2	0%	0.0%	4%	-3%	-14	7.9µM*	2%
19	COC(=O)c1c(NC(=O)CN2CCCc3ccccc32)sc(C)c1C	13	9%	4	3	2%	-1.4%	2%	-7%	-28	11%	-1%
20	COc1cc(NC(=O)C(=O)N2CCN(C)CC2)c(OC)cc1Cl	9	u	-3	3	-3%	0.5%	1%	0%	2	-4%	1%

Next compounds follow:
item	Compound	Giardia killer	BCR signal inh	FBPA coupling cs	hERG WT inh	GALK inh	B2AR arrestin	PKM2 act	Eya2 inh	KCNH2 3.1 inh	uPA surface inh	USP2a inh
21	O=C(Cn1cnc(S(=O)(=O)N2CCOCC2)c1)Nc1ccc(OC(F)(F)F)cc1	-1	-6%	x	1	-1%	0.3%	x	9%	-6	-10%	5%
22	O=C(COC(=O)c1cc(NS(=O)(=O)c2cccs2)ccc1O)Nc1ccc(F)c(F)c1F	3	u	0	-16	5%	0.4%	0%	9%	-6	2%	-1%
23	CC(C)=CC(=O)OCC(=O)Nc1cc([N+](=O)[O-])ccc1F	0	u	0	2	2%	-0.4%	-3%	-21%	3	2%	2%
24	CCOC(=O)c1oc2ccc(S(=O)(=O)n3nc(-c4ccc(OC)cc4)cc3N)cc2c1C	-9	1%	-4	-5	-3%	-0.5%	-19%	-6%	-36	u	4%
25	O=C(/C=C/Nc1ccc(OC(F)(F)F)cc1)C(F)(F)F	-23	14%	-1	-5	0%	-0.4%	-4%	-7%	-1	5%	6%
26	CCOc1ccc(C(C(=O)NC2CCCC2)N(C(=O)c2snc(C(N)=O)c2N)c2cccc(O)c2)cc1 (stereo not given)	-16	u	-2	4	-1%	-0.3%	3%	3%	-6	-7%	2%
27	Cc1ccc(SC(C)C(=O)Nc2ccc(S(=O)(=O)N3CCOCC3)cc2)cc1 (stereo not given)	12	4%	4	-9	-1%	-0.2%	-1%	-4%	14	x	-2%
28	CCOC(=O)c1ccc(NC(=O)c2ccccc2)cc1	0	u	-1	-18	-6%	0.1%	-2%	-17%	-4	-5%	3%
29	O=Cc1c(-c2ccccc2)cc2oc3ccccc3cc1-2	3	6%	2	4	-1%	-0.5%	x	-4%	30	7%	0%
30	Cc1c2cnn(CC(=O)NCCCN3CCCCC3)c(=O)c2c(C)n1Cc1ccccc1	-15	1%	0	13	x	-0.6%	1%	u	-5	5%	-7%
31	CC(=O)Nc1ccc(C)c([N+](=O)[O-])c1	4	-12%	0	-3	1%	0.2%	-2%	2%	21	3%	-1%
32	Clc1ccc(CSc2nnc(-c3ccc4c(c3)OCO4)o2)cc1	-5	7%	1	-7	-1%	-0.9%	6%	-28%	8	1%	2%
33	Cn1ccnc1SCc1cccc([N+](=O)[O-])c1	-8	-1%	-6	0	-3%	-0.3%	-12%	6%	4	6%	0%
34	CCOC(=O)c1c(NC(=O)CSc2nnc(CNc3ccc(C)cc3C)o2)sc(C)c1C	-3	-7%	-2	-9	-4%	-0.7%	9%	-7%	-5	10%	4%
35	CC(C)n1c(SCC(N)=O)nc2c1c(=O)[nH]c(=O)n2C	-8	u	0	-1	3%	0.4%	15%	15%[15.4 µM]	5	2%	-3%
36	Clc1ccc(Sc2cc(N3CCOCC3)nc(-c3ccccc3)n2)cc1	11	u	2	21	-3%	0.1%	1%	9%	-11	2%	0%
37	O=C(CSc1nnc2ccccn12)NC(=O)Cc1ccccc1	-15	1%	1	6	12%	-1.2%	21%	-7%	-4	4%	2%
38	Cc1nccc(-c2ccc3c(c2)OCO3)n1	-13	-10%	3	0	0%	-1.1%	5%	7%	-15	2%	14%

Screening results as filed in PubChem.
